ATXN2 expr inh: Primary qHTS for Inhibitors of ATXN expression; HEK-293 ATXN2-luciferase reporter, luminescence, 24 h; Potency, µM (highest dose often 57 µM), inactives show at the highest dose activity change, negative = inhibition, hits mostly inhibitors; 360,000 tested, 0.72% active; further: potency means the concentration at half of the fitted maximal effect; on the % scale 0 is the no-effect control and ±100 the full control effect; nearly all actives have a fitted effect of over 55% in size
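ATXN2-luciferase reporter cells (luciferase flanked by upstream and downstream ATXN2 gene portions) were treated 24 h at 37 °C with compounds at up to 57 uM. SteadyGlo luminescence gave expression; GF-AFC fluorescence gave viability.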
IL-1B inflam inh: qHTS for Inhibitors of Inflammasome Signaling: IL-1-beta AlphaLISA Primary Screen; AID 743279, 2014; THP-1 LPS/ATP IL-1B secretion, AlphaLISA, 16 h; stronger effect = lower value; 360,000 tested, 4.7% active; activity change, % at 57.5 µM; in the data active means activity change below about -50%; inconclusive means mostly about -30% to -49%; further: on the % scale 0 is the no-effect control and ±100 the full control effect
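THP-1 cells pretreated 1 hr with compounds (up to 57.5 uM final), then stimulated with LPS (250 ng/mL final) plus ATP (1.25 mM final); secreted IL-1B measured by AlphaLISA after 16 hr, decreased signal indicating inhibition.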
HT1080 IDH1KD tx: qHTS for induction of synthetic lethality in tumor cells producing 2HG: qHTS for the HT-1080-IDH1KD cell line | HT-1080 IDH1 knockdown viability, ATP luminescence, 48 h | Potency, µM (titrated, usually from 46.1 µM), inactives show top-dose activity, negative = toxicity, most hits filed as cytotoxic | 360,000 tested, 2% active;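 further: potency means the concentration at half of the fitted maximal effect; 0% = DMSO wells and -100% = cell-free medium wells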
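Cytotoxicity counter-line: IDH1KD HT-1080, 48 h, CellTiter-Glo. Curves classed by r2, magnitude and activity.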
HT1080NT lethal: qHTS for induction of synthetic lethality in tumor cells producing 2HG: qHTS for the HT-1080-NT fibrosarcoma cell line | HT-1080-NT fibrosarcoma viability, CellTiter-Glo ATP luminescence, 48 h | Potency, µM (series often up to 46.1 µM), for the others: top-dose activity, negative = less viability, usual class: cytotoxic | 360,000 tested, 1.6% active;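 further: NT is the 2HG producing partner of a matched IDH1 knockdown line; potency means the concentration at half of the fitted maximal effect; 0% = DMSO-treated cells and -100% = media-only wells without cells; nearly all actives have a fitted effect of over 55% in size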
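Luminescent CellTiter-Glo readout after 48 hours of compound exposure at 37 degrees C defined viability of HT-1080-NT cells. Activity was normalized to DMSO wells and cell-free media wells; concentration-response curves were fitted and assigned curve classes.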
SW480 rerep: A quantitative high throughput screen for small molecules that induce DNA re-replication in SW480 colon adenocarcinoma cells. SW480 DNA re-replication, Hoechst DNA content imaging, 48 h. Potency, µM (doses to about 46.1 µM), without a hit: at the highest dose re-replication activation, usual class: activators. 340,000 tested, 1.8% active; further: potency means the concentration at half of the fitted maximal effect; % of control where 0% means no effect; nearly all actives have a fitted effect of over 55% in size
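Image-based read-out: total Hoechst fluorescence of nuclei (405 nm excitation, 500-530 nm emission), with hits raising the fraction of high-intensity nuclei. SW480 colon cells incubated 48 hr with compounds at 37 C.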
KB-3-1 cytotox: qHTS assay for MDR1-selective chemotherapeutics: Primary screen using the parental adenocarcinoma cell KB-3-1 | KB-3-1 viability, CellTiter-Glo ATP luminescence, 72 h | Potency, µM (series often up to 46.1 µM), without a hit: at the top dose activity change, negative = cytotoxic, usual class: cytotoxic | 400,000 tested, 1.4% active; further: potency means the concentration at half of the fitted maximal effect; on the % scale 0 is the no-effect control and ±100 the full control effect; nearly all actives have a fitted effect of over 60% in size
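Cytotoxicity measured as CellTiter-Glo luminescence after 72 h at 37 C. Compound titrations were pinned onto drug-naive KB-3-1 parental adenocarcinoma cells grown in DMEM with 10% FBS, and normalized data fitted to concentration-response curves.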
MCF10A rereplic: A quantitative high throughput screen for small molecules that induce DNA re-replication in MCF 10a normal breast cells; 350,000 tested, 2.9% active; Potency, µM (doses to about 46.1 µM), inactives show at the highest dose activity, positive = re-replication, hits mostly activators; MCF 10A DNA re-replication, Hoechst nuclear intensity, 48 h; further: potency means the concentration at half of the fitted maximal effect; % of control where 0% means no effect; nearly all actives have a fitted effect of over 50% in size
KB-V1 cytotox: qHTS assay for MDR1-selective chemotherapeutics: Primary screen using the drug-selected MDR subline cells KB-V1; Potency, µM (series often up to 46.1 µM), for inactives: top-dose activity change, negative = cytotoxicity, hits mostly cytotoxic; KB-V1 MDR cells viability, CellTiter-Glo, 72 h; 400,000 tested, 3.4% active; further: potency means the concentration at half of the fitted maximal effect; on the % scale 0 is the no-effect control and ±100 the full control effect; nearly all actives have a fitted effect of over 60% in size
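Potencies derive from concentration-effect curves fitted to normalized luminescence (CellTiter-Glo) of KB-V1 cells treated for 72 h at 37 degrees C in phenol-red-free DMEM containing 10% FBS.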
WRN inhibitor: qHTS for Inhibitors of WRN Helicase | Bifunctional 3'-5' exonuclease/ATP-dependent helicase WRN (Homo sapiens), Q14191 | AID 651768, 2012 | 360,000 tested, 0.46% active | Potency, µM (top dose mostly 114 µM), inactives show at the highest dose activity change, negative = inhibition, most hits filed as inhibitors | WRN helicase unwinding, fluorescent forked duplex, kinetic; further: potency means the concentration at half of the fitted maximal effect; on the % scale 0 is the no-effect control and ±100 the full control effect; nearly all actives have a fitted effect of over 55% in size
Target sequence (Q14191 whole entry, looked up): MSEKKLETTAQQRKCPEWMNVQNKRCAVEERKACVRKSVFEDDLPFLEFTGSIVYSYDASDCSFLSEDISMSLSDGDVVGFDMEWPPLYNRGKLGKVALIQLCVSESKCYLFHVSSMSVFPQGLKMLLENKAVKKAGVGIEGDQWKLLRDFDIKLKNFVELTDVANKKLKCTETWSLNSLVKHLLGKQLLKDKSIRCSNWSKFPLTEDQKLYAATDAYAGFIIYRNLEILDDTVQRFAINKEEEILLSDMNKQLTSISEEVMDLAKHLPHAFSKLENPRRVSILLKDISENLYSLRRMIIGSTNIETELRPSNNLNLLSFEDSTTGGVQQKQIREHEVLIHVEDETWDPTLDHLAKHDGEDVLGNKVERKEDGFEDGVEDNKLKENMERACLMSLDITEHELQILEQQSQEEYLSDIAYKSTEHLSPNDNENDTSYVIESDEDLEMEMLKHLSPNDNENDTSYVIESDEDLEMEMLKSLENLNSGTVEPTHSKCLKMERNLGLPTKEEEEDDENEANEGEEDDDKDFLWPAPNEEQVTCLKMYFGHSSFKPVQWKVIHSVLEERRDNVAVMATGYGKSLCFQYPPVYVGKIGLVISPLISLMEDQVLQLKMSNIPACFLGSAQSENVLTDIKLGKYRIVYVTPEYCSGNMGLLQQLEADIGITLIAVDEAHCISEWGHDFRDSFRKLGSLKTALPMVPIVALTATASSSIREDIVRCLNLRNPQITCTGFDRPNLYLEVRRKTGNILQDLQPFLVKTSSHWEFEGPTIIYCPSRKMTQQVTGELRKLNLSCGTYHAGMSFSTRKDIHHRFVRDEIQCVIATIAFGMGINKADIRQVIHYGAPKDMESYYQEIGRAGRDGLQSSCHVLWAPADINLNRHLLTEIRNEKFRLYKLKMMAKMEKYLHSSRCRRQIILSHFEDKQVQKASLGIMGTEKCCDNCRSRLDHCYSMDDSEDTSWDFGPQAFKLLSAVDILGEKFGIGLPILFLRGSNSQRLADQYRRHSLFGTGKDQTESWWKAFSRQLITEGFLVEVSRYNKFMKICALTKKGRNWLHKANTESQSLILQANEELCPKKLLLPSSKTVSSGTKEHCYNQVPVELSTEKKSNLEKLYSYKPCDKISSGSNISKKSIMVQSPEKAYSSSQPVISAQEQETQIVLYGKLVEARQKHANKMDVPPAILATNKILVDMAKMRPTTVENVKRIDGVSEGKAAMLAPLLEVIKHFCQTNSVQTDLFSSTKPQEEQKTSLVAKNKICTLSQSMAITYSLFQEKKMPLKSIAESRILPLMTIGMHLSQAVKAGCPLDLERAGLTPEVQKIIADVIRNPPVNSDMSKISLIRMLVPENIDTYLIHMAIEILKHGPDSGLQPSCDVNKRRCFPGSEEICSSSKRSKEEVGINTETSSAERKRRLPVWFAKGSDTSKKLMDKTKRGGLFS
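Screening of the MLSMR collection measured strand separation of a quenched forked DNA duplex (100 nM) by 20 nM WRN with 2 mM ATP, all final. Compounds were preincubated with enzyme 15 min at room temperature.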
An asterisk follows results filed as active; ? = inconclusive; nt = not tested or not shown; [ ] = remark or other dose. Unless noted, the call rests on the fitted dose curve; in most records, active means well fitted curve in the direction sought with a large enough effect; inconclusive means small, poorly fitted or top-dose-only effect, or another doubt; inactive means no such curve, though single readings can be large; an effect the other way counts as inactive or inconclusive.

SMILES	ATXN2 expr inh	IL-1B inflam inh	HT1080 IDH1KD tx	HT1080NT lethal	SW480 rerep	KB-3-1 cytotox	MCF10A rereplic	KB-V1 cytotox	WRN inhibitor
N#Cc1c(N)nc2c(c1-c1ccncc1)CCCCC2	-16%	10	-3%	-2%	-9%	-7%	?	-7%	-8%
Cc1cccc(NC(=O)C(C)SCc2nc3sc(C)c(C)c3c(=O)[nH]2)n1 (configuration not stated)	-14%	11	-3%	-2%	8%	nt	1%	nt	?
N#Cc1sc2nc(-c3cccs3)cc(-c3ccc(F)cc3)c2c1N	-31%	8	19%	0%	?	-20%	?	-8%	3%
Cc1ccccc1S(=O)(=O)NC(=O)C1(C)CCN1C(=O)C1CCCCC1 (configuration not stated)	2%	27	11%	?	nt	0%	nt	6%	2%
CC(CC(C)C(=O)N1CCOCCN(C(=O)C(C)CC(C)C(=O)O)CCOCC1)C(=O)O (configuration not stated)	8%	6	2%	11%	-8%	4%	7%	12%	-3%
O=C(Cc1ccccc1[N+](=O)[O-])NNC(=O)c1cccs1	nt	11	4%	4%	2%	2%	2%	12%	7%
O=C(CSc1nccn1Cc1ccco1)Nc1ccccc1	15%	0	-6%	-22%	9%	-8%	1%	0%	-35%
COc1cccc(OCc2nc3ncc(Br)cc3[nH]2)c1	10%	60	?	2.2µM*	-7%	5.8µM*	-2%	1µM*	4%
O=[N+]([O-])c1ncc(Br)cc1Nc1ccccc1	nt	-71*	-2%	0%	14%	?	29%	0%	8%
CC(=O)NS(=O)(=O)c1ccc(N2C(=O)c3ccccc3C2=O)cc1	nt	4	7%	8%	-12%	2%	?	2%	1%
O=C(c1ccc(Cl)cc1)C1C2C(=O)N(c3ccccc3)C(=O)C2C2CCCN21 (configuration not stated)	-2%	38	13%	9%	-12%	3%	-10%	19%	2%
COn1c2c(c3c4nonc4ccc31)CCCC2	-15%	4	?	-5%	3%	-8%	10%	18µM*	-17%
O=C(NCc1ccc(Cl)cc1)C1CCN(C(=O)Cc2ccccc2)CC1	2%	-5	0%	0%	-2%	nt	1%	nt	-16%
N=Nc1c(O)n(CC(=O)Nc2ccccc2)c2ccccc12	nt	-5	-1%	-1%	?	5%	11%	15%	0%
Clc1ccc(-c2nnc(-c3ccc(Br)cc3)c(N3CCSCC3)n2)cc1	0%	-18	1%	0%	-9%	-12%	8%	-2%	2%
Cc1nn(-c2ccccc2)c(Cl)c1/C=C/C(=O)c1ccc(O)cc1	0%	-95*	?	-14%	?	-15%	?	21µM*	-7%
CCn1c(SCC(=O)NCc2ccc(F)cc2)nc2c(c1=O)SC(C)C2 (configuration not stated)	-8%	-22	-3%	-15%	-1%	3%	0%	-4%	-6%
CN(Cc1ccccc1)C(=O)c1ccccc1-c1ccccc1	-11%	-27	-14%	-15%	-1%	2%	-30%[inhibitor]	?	1%
Cc1c(CC(=O)N2CCC(O)CC2)c(=O)oc2cc3c(cc12)CCC1(CCCCC1)O3	nt	-9	-18%	-12%	nt	0%	nt	-11%	-3%
O=C(NNc1ccccn1)C(=O)NNS(=O)(=O)c1ccc(Cl)cc1	-16%	45	?	-21%	?	?	?	18µM*	-1%
CC(=O)Nc1ccc(S(=O)(=O)NCC(=O)NNC(=O)c2csc(N3CCOCC3)n2)cc1	?	12	12%	7%	-13%	12%	12%	0%	-4%
Cc1cccc(C(=O)Nc2cccc(C(=O)N/N=C/c3ccc4c(c3)OCO4)c2)c1	7%	17	?	18µM*	23µM*	13µM*	13µM*	-14%	-6%[57.1 µM]
Cn1c(=O)c2cc(NC(=O)Cc3ccccc3F)ccc2n1C/C=C/c1ccccc1	46%[activator]	-18	-6%	-4%	nt	0%	nt	4%	-8%
CCOc1ccc(S(=O)(=O)N(C)CC(=O)N2CCCC2)cc1	-14%	0	2%	1%	-3%	1%	3%	0%	-2%
O=C(C[C@H]1C[C@H](C(=O)N2CCCCC2)[C@@]2(CCc3ccccc3)c3[nH]c4cc(-c5ccco5)ccc4c3CCN2C1=O)NCc1cccc(C(F)(F)F)c1	0%	-1	1%	-3%	?	6%	6%	-1%	5%

Shown comma-delimited: 6 of the compounds above
molecule,ATXN2 expr inh,IL-1B inflam inh,HT1080 IDH1KD tx,HT1080NT lethal,SW480 rerep,KB-3-1 cytotox,MCF10A rereplic,KB-V1 cytotox,WRN inhibitor
Cc1nn(-c2ccccc2)c(Cl)c1/C=C/C(=O)c1ccc(O)cc1,0%,-95*,?,-14%,?,-15%,?,21µM*,-7%
O=[N+]([O-])c1ncc(Br)cc1Nc1ccccc1,nt,-71*,-2%,0%,14%,?,29%,0%,8%
CC(=O)Nc1ccc(S(=O)(=O)NCC(=O)NNC(=O)c2csc(N3CCOCC3)n2)cc1,?,12,12%,7%,-13%,12%,12%,0%,-4%
Cc1ccccc1S(=O)(=O)NC(=O)C1(C)CCN1C(=O)C1CCCCC1 (configuration not stated),2%,27,11%,?,nt,0%,nt,6%,2%
O=C(NCc1ccc(Cl)cc1)C1CCN(C(=O)Cc2ccccc2)CC1,2%,-5,0%,0%,-2%,nt,1%,nt,-16%
Cc1cccc(C(=O)Nc2cccc(C(=O)N/N=C/c3ccc4c(c3)OCO4)c2)c1,7%,17,?,18µM*,23µM*,13µM*,13µM*,-14%,-6%[57.1 µM]

The list continues:
SMILES	ATXN2 expr inh	IL-1B inflam inh	HT1080 IDH1KD tx	HT1080NT lethal	SW480 rerep	KB-3-1 cytotox	MCF10A rereplic	KB-V1 cytotox	WRN inhibitor
CSc1ccc(/C=N/NC(=O)c2ccc(O)cc2)cc1	44%[activator]	-5	-17%	-4%	-2%	9%	-8%	?	-29%[57.1 µM]
C#CCn1ccc(O)c(Cc2ccccc2)c1=O	7%	5	6%	2%	-5%	7%	13%	-9%	1%
Cc1ccc(-n2nnnc2SCC(=O)Nc2ccc3c(c2)OCCO3)cc1C	-3%	18	-5%	-4%	-8%	-3%	?	-2%	-11%
CCc1noc(C)c1C(=O)N1CCSC1=Nc1cccc(Cl)c1C	?	-4	?	-2%	-2%	?	?	?	-6%
CN(C)c1ccc(/C=N/n2c(-c3ccccc3Br)n[nH]c2=S)cc1	25%	-14	15%	8%	-5%	?	16%	15%	-13%
Cc1cc(NC(=O)c2ccc(Cl)cc2Cl)n(CCC#N)n1	7%	12	7%	-11%	?	15%	5%	2%	-6%
CCOC(=O)[C@]12CCCC=C1N(CCC1=CCCCC1)C(=O)[C@H](CC(=O)NCCCN1CCCC1=O)C2	nt	7	-5%	-6%	nt	11%	nt	?	4%
CSc1cnn(-c2ccccc2)c(=O)c1SC	0%	-13	-6%	5%	12%	3%	-12%	-21%	-4%
CCCCn1c(N)c(N(CCOC)C(=O)c2c(C)noc2C)c(=O)[nH]c1=O	2%	16	7%	6%	-1%	10%	1%	?	-21%
CCN(CC)CCNC(=O)c1ccc(NC(=O)c2cc(-c3ccco3)nc3ccccc23)cc1	?	-89*	-18%	-10%	?	-17%	?	-4%	7%
COc1ccc(-c2ccc(NCCC3=CCCCC3)nn2)cc1OC	-3%	6	0%	?	4%	-1%	4%	-1%	-6%
COc1c(C)cccc1C(=O)Nc1ccc(CN2CCOCC2)cc1	3%	-15	-6%	5%	0%	2%	-8%	-14%	-6%
COc1ccc(OC)c(Nc2ncnc3c2cnn3-c2ccccc2)c1	12%	-3	-2%	-4%	-2%	-11%	-1%	-19%	-18%
CC(NC(=O)c1cc([N+](=O)[O-])cc([N+](=O)[O-])c1)c1ccc(-n2ccnc2)cc1 (configuration not stated)	-6%	15	2%	4%	5%	0%	12%	-8%	-22%
CCCNC(=O)c1ccccc1NC(=O)CN(c1ccccc1OCC)S(C)(=O)=O	-33%	-5	3%	1%	-1%	15%	-3%	-21%	11%
CCOC(=O)C1=C(N)n2c(s/c(=C/c3ccco3)c2=O)=C(C(=O)OC)C1c1ccco1 (configuration not stated)	-26%	14	15µM*	13µM*	13µM*	8.2µM*	6.5µM*	?	-24%
COC(=O)c1ccccc1N/C=C/C(=O)c1ccc(Br)cc1	40%[activator]	11	10%	21%	9%	-6%	?	-29%	-8%

Full records, looked up by structure.
Shown for `CCN(CC)CCNC(=O)c1ccc(NC(=O)c2cc(-c3ccco3)nc3ccccc23)cc1` : ATXN2 expr inh: ?; IL-1B inflam inh: -89*; HT1080 IDH1KD tx: -18%; HT1080NT lethal: -10%; SW480 rerep: ?; KB-3-1 cytotox: -17%; MCF10A rereplic: ?; KB-V1 cytotox: -4%; WRN inhibitor: 7%
Shown for `Cc1cc(NC(=O)c2ccc(Cl)cc2Cl)n(CCC#N)n1` : ATXN2 expr inh: 7%; IL-1B inflam inh: 12; HT1080 IDH1KD tx: 7%; HT1080NT lethal: -11%; SW480 rerep: ?; KB-3-1 cytotox: 15%; MCF10A rereplic: 5%; KB-V1 cytotox: 2%; WRN inhibitor: -6%

Just SW480 rerep and ATXN2 expr inh, for 4 of the compounds above:
canonical_smiles	SW480 rerep	ATXN2 expr inh
COc1ccc(OC)c(Nc2ncnc3c2cnn3-c2ccccc2)c1	-2%	12%
CC(NC(=O)c1cc([N+](=O)[O-])cc([N+](=O)[O-])c1)c1ccc(-n2ccnc2)cc1 (configuration not stated)	5%	-6%
CCCNC(=O)c1ccccc1NC(=O)CN(c1ccccc1OCC)S(C)(=O)=O	-1%	-33%
CCOC(=O)C1=C(N)n2c(s/c(=C/c3ccco3)c2=O)=C(C(=O)OC)C1c1ccco1 (configuration not stated)	13µM*	-26%

Assay outcomes deposited in PubChem BioAssay by National Center for Advancing Translational Sciences (NCATS).
